# AMPAR-TARP mod – GluA2-stargazin AMPA receptor complex modulation. HEK293 GluA2+stargazin, membrane potential dye (FDSS), glutamate EC50; hits were called plate by plate, in both directions. calls only at 30 µM. actives 3.5% (n = 40,000). AID 1259245;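 active = any of four per-well response measures lying three or more SD from its plate-wide compound average, in either direction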
# Target sequence (O88602 whole entry, looked up): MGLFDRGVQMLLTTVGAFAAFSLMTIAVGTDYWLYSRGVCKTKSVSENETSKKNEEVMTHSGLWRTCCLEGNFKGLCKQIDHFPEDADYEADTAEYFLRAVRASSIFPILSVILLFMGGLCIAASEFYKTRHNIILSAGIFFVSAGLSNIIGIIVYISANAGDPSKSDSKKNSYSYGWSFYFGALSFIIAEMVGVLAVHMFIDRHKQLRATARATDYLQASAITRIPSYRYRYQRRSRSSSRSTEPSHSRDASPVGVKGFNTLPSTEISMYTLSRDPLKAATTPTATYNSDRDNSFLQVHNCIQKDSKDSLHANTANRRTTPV
# Target sequence (P19491 whole entry, looked up): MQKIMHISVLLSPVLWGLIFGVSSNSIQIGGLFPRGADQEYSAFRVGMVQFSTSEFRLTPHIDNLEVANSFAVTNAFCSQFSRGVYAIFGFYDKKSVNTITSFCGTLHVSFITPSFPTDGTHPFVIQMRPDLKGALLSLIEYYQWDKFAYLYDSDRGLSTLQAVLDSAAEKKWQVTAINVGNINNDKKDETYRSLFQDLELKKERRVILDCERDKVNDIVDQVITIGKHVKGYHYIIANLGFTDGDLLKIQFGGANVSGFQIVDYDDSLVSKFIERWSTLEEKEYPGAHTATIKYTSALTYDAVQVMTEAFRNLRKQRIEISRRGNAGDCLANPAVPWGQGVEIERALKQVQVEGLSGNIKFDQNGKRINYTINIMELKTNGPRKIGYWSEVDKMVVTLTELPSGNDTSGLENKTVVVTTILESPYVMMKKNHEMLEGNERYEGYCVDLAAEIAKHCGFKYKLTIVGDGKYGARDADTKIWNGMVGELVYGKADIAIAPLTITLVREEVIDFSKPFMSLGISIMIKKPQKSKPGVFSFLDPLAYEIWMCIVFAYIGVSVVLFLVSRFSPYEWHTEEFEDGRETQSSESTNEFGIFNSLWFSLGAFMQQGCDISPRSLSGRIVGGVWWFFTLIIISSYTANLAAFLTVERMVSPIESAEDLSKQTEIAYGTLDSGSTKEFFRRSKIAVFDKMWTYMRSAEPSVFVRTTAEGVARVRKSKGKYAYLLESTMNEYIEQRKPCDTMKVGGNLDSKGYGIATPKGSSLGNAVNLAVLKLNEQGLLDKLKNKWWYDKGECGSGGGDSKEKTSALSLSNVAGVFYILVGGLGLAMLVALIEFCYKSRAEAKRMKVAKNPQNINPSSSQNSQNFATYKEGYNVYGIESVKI
# AMPAR-TARP mod agonism max-min – recorded beside AMPAR-TARP mod, whose call it bears; compound max-min signal; compound-alone response (agonism);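 unitless range of fluorescence divided by baseline over first 100 seconds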
# AMPAR-TARP mod glutamate slope – further read-out of AMPAR-TARP mod, marked with its call; glutamate slope, % of max; measured here: glutamate response slope, % max;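 scaled per plate between vehicle wells and maximal 1 mM glutamate control wells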
# * hit, by the source's call; i = inactive; + = active, no number.
SMILES,AMPAR-TARP mod,AMPAR-TARP mod agonism max-min,AMPAR-TARP mod glutamate slope
Cc1nc2cc(NC(=O)Cc3csc(-n4cccc4)n3)ccc2s1,i,0.14,53
COc1cn(CC(=O)Nc2ccc(C(C)=O)cc2)c(CSc2nnnn2C)cc1=O,i,0.043,60
CC(C)(C)C(=O)N1CCc2ccc(NC(=O)c3ccccc3C(F)(F)F)cc21,i,0.052,39
COc1ccc(-c2nc(N)n(C(=O)c3cccs3)n2)cc1,i,0.043,50
COc1cc(Cl)c(C)cc1NC(=O)C(C)(C)C,i,0.054,75
CSc1ccccc1CN1CCC(CNC(=O)/C=C/c2ccc3c(c2)OCO3)CC1,i,0.067,47
CC(C)(C)NC(=O)N1CCC(c2nnc(-c3ccc(F)cc3)o2)CC1,i,0.073,60
CC(=O)Nc1ccc(S(=O)(=O)NCCn2nc(-c3ccccc3)n(C)c2=O)cc1,i,0.087,63
COc1cccc2cc(C(=O)Nc3nnc(-c4ccc(Br)s4)o3)oc12,i,0.12,45
CN(C)CCCNc1oc(-c2ccc(S(=O)(=O)N3CCc4ccccc4C3)cc2)nc1C#N,i,0.19,76
CCOc1c(C)cc(S(=O)(=O)Nc2ccc3c(c2)CCC(=O)N3)cc1C,i,0.064,43
COc1cccc(C(c2c(O)cc(C)n(C)c2=O)c2c(O)cc(C)n(C)c2=O)c1OC,i,0.05,36
CS(=O)(=O)N1CCCCC1C(=O)Nc1nnc(-c2ccccc2)o1 (stereo not drawn),i,0.11,59
Cc1ccc(NC(=O)C(=O)NCCc2c[nH]c3ccccc23)cc1N1CCCC1=O,i,0.05,53
COc1ccc(SCC(=O)Nc2nc3c(s2)C(=O)CC(C)(C)C3)cc1,i,0.097,63
COc1ccc(SCC(=O)Nc2sc3c(c2C#N)CCCCC3)cc1,i,0.074,65
O=C(Cc1cccs1)Nc1ccc(CC(=O)N2CCOCC2)cc1,i,0.07,29
COC(=O)c1ccc(C(=O)Nc2sc3c(c2-c2nc4ccccc4s2)CCN(C(C)=O)C3)cc1,i,0.14,74
COc1ccccc1N1CCN(CCNC(=O)Cc2ccc(Cl)cc2)CC1,i,0.06,48
COc1ccc(-c2ccc(=O)n(CCCC(=O)Nc3cc(OC)cc(OC)c3)n2)cc1,i,0.052,31
CCOc1ccc2ccccc2c1C(=O)NCC(O)Cc1ccccc1 (stereo not drawn),+,0.058*,79*
Cc1nn(-c2ccccc2)c2sc(C(=O)NC(=S)Nc3ccc(F)cc3)cc12,i,0.1,59
COc1cccc(CNC(=O)CSc2nccn3nc(-c4ccccc4)cc23)c1,i,0.13,61
COc1cn(CC(=O)Nc2ccc(C(N)=O)cc2)c(CSc2ccc(Cl)cc2)cc1=O,i,0.088,52
COc1ccc(N2CC(C)Cn3c2nc2c3c(=O)n(Cc3ccc(C)cc3)c(=O)n2C)cc1 (stereo not drawn),i,0.13,57

# The listing continues:
SMILES,AMPAR-TARP mod,AMPAR-TARP mod agonism max-min,AMPAR-TARP mod glutamate slope
COCCn1c(=NC(=O)c2ccno2)sc2cc(F)cc(F)c21,+,0.17*,48*
COc1cc(C(c2c(O)cc(C)n(C)c2=O)c2c(O)cc(C)n(C)c2=O)ccc1O,i,0.046,55
COC(=O)c1ccc(C(=O)Nc2sc3c(c2-c2nc4ccccc4s2)CCN(C(C)C)C3)cc1,i,0.11,66
CCOc1ccc(C(=O)N2CCN=C2SC)cc1OCC,i,0.056,31
O=C(NCC1CCN(c2ccccn2)CC1)Nc1ccccc1,i,0.13,55
CCC(C)(C(=O)NC1CCCC1)N(CC1CCCO1)C(=O)c1ccc(=O)[nH]c1 (stereo not drawn),i,0.041,47
CN(C)C(CNC(=O)C(=O)Nc1ccc2c(c1)OCCO2)c1cccn1C (stereo not drawn),i,0.053,63
CCCCNC(=O)/C(C#N)=C/N1CCN(c2ccccc2)CC1,i,0.13,79
COc1ccc(/C=C2\SC(=O)N(CCC(=O)O)C2=O)c(OC)c1,i,0.092,50
COc1ccc(Cl)cc1NC(=O)CSc1nnnn1-c1ccccc1F,i,0.089,54
O=C(NC1(c2nc(-c3ccsc3)no2)CCCCC1)c1ccc2ccccc2n1,i,0.067,65
Cc1cc(C(=O)Nc2nnc(C3CCCCC3)o2)c(C)o1,i,0.051,65
O=C(NC1CCSC1=O)C1CN(C(=O)c2cnccn2)C1 (stereo not drawn),i,0.07,54
COC(=O)Cn1c(=O)c2c(nc3oc(-c4ccccc4)cn32)n(C)c1=O,i,0.11,50
O=C(c1ccc(Cn2ccnc2)cc1)N1CCC(c2nnc(-c3ccco3)s2)CC1,i,0.1,63
CN(c1ccccc1C(=O)N1CCOCC1)S(C)(=O)=O,i,0.073,-3
COc1ccccc1N1CCN(CCNS(=O)(=O)c2ccc(C)c(C)c2)CC1,i,0.035,43
Cn1nc(NC(=O)c2ccccc2C(F)(F)F)c2c1NC(=O)CC2c1ccccc1 (stereo not drawn),i,0.11,62
O=C(NCCC1=CCCCC1)C(=O)Nc1cccc(N2CCCCC2=O)c1,i,0.046,65
Cc1ccccc1OCC(=O)N1CCC(Oc2nc3c(F)cc(F)cc3s2)CC1,i,0.1,57
CC(=O)c1ccc(NC(=O)CSc2nc(=O)n(N3CCN(C)CC3)c3c2CCC3)cc1,i,0.11,47
COc1ccc(-c2noc(C3CC(=O)N(c4cccc(Cl)c4)C3)n2)cc1 (stereo not drawn),i,0.087,58
Cc1nc2c(ccc3nc(NC(=O)CCCS(=O)(=O)c4ccccc4)sc32)s1,+,0.17*,73*
O=S(=O)(NCCc1ccsc1)c1ccc(Br)s1,i,0.067,36
COc1cc(C(=O)N(CCN2CCOCC2)c2nc3c(F)cc(F)cc3s2)cc(OC)c1OC,i,0.057,43

# Following part:
SMILES,AMPAR-TARP mod,AMPAR-TARP mod agonism max-min,AMPAR-TARP mod glutamate slope
CC(C)(C)C(=O)NCC(C)(O)c1ccc2c(c1)OCO2 (stereo not drawn),i,0.1,47
COc1ccc(C2SCCN2S(C)(=O)=O)cc1Br (stereo not drawn),i,0.072,47
Cc1cc(C)c(NC(=O)C(=O)NCc2c(F)cccc2F)c(C)c1,i,0.088,57
Cc1cc2ncn(CC(C)C)c2cc1C,i,0.025,47
Cc1c(-c2ccccc2)c(=O)oc2c3c(ccc12)OCN(Cc1cccnc1)C3,i,0.12,35
O=C(CN1C(=O)CCC1=O)Nc1nnc(-c2ccc3c(c2)CCCC3)o1,i,0.077,30
CC1=C(C(=O)Nc2ccccc2F)C(c2cccc(Cl)c2)C2=C(CC(C)(C)CC2=O)N1 (stereo not drawn),i,0.12,47
C=CCN1CC(c2nc3ccccc3n2Cc2ccc(C(C)(C)C)cc2)CC1=O (stereo not drawn),i,0.092,55
CCCOc1cc(N2CCN(S(=O)(=O)Cc3ccccc3)CC2)nc(C)n1,i,0.055,62
COc1ccc(S(=O)(=O)NCC(c2cccn2C)N2CCOCC2)cc1 (stereo not drawn),i,0.078,56
CC(C)CNC(=O)c1ccc2c(=O)n(CC(C)C)c(SCC#N)nc2c1,i,0.084,58
Cc1ccc(-c2ccc(=O)n(CC(=O)Nc3cccc4ccccc34)n2)cc1,i,0.052,61
COc1c(C)cc(S(=O)(=O)NCC(C)(O)CCSC)cc1C (stereo not drawn),i,0.14,58
O=C(c1nnn(-c2ccc(F)cc2)c1-c1ccncc1)N1CCN(c2cccc(Cl)c2)CC1,i,0.022,60
COc1cc(C)ccc1OCC(=O)NCCOc1ccc2nnc(-c3ccccc3)n2n1,i,0.042,50
CCC(CC)C(=O)N1CC(C)C(=O)Nc2ccccc21 (stereo not drawn),i,0.12,55
CNC(=O)Cc1ccc(NC(=O)C2CC(=O)N(c3ccccc3)C2)cc1 (stereo not drawn),i,0.1,62
Cc1cccc(NC(=O)CN2N=NC3C(=O)N(c4ccc(F)c(Cl)c4)C(=O)C32)c1C (stereo not drawn),i,0.092,60
Cc1ccc(S(=O)(=O)N2CCC(c3nc(-c4ccc5c(c4)OCO5)no3)CC2)cc1,i,0.09,84
CSc1ccccc1C(=O)N1CC(c2nc(C)no2)C1,i,0.092,47
Cc1csc(C(=O)N2CC3CC2C(=O)O3)c1 (stereo not drawn),i,0.12,42
COc1ccc(OC)c(-c2ccc(=O)n(Cc3ccccc3)n2)c1,i,0.063,117
COC(=O)C1CCN(c2c(C)cnc3c2c(=O)n(C)c(=O)n3C)CC1,i,0.06,69
C=CCn1c(=O)c2c(nc3n2CCCN3c2cc(C)ccc2OC)n(C)c1=O,i,0.085,56
COc1cc(OC)cc(C(=O)Nc2ccc3c(c2)CCCN3C(C)=O)c1,i,0.1,61

# 17 compounds out of the list, arranged by count of non-hydrogen atoms, rising.
SMILES,AMPAR-TARP mod,AMPAR-TARP mod agonism max-min,AMPAR-TARP mod glutamate slope
Cc1csc(C(=O)N2CC3CC2C(=O)O3)c1 (stereo not drawn),i,0.12,42
COc1cc(Cl)c(C)cc1NC(=O)C(C)(C)C,i,0.054,75
COc1ccc(C2SCCN2S(C)(=O)=O)cc1Br (stereo not drawn),i,0.072,47
CCC(CC)C(=O)N1CC(C)C(=O)Nc2ccccc21 (stereo not drawn),i,0.12,55
CCOc1ccc(C(=O)N2CCN=C2SC)cc1OCC,i,0.056,31
COc1ccc(/C=C2\SC(=O)N(CCC(=O)O)C2=O)c(OC)c1,i,0.092,50
Cc1cc(C)c(NC(=O)C(=O)NCc2c(F)cccc2F)c(C)c1,i,0.088,57
COc1ccc(SCC(=O)Nc2nc3c(s2)C(=O)CC(C)(C)C3)cc1,i,0.097,63
COc1cc(OC)cc(C(=O)Nc2ccc3c(c2)CCCN3C(C)=O)c1,i,0.1,61
COc1ccccc1N1CCN(CCNC(=O)Cc2ccc(Cl)cc2)CC1,i,0.06,48
Cc1nc2c(ccc3nc(NC(=O)CCCS(=O)(=O)c4ccccc4)sc32)s1,+,0.17*,73*
Cc1c(-c2ccccc2)c(=O)oc2c3c(ccc12)OCN(Cc1cccnc1)C3,i,0.12,35
Cc1ccc(S(=O)(=O)N2CCC(c3nc(-c4ccc5c(c4)OCO5)no3)CC2)cc1,i,0.09,84
CC(=O)c1ccc(NC(=O)CSc2nc(=O)n(N3CCN(C)CC3)c3c2CCC3)cc1,i,0.11,47
COc1cc(C)ccc1OCC(=O)NCCOc1ccc2nnc(-c3ccccc3)n2n1,i,0.042,50
O=C(c1nnn(-c2ccc(F)cc2)c1-c1ccncc1)N1CCN(c2cccc(Cl)c2)CC1,i,0.022,60
COC(=O)c1ccc(C(=O)Nc2sc3c(c2-c2nc4ccccc4s2)CCN(C(C)C)C3)cc1,i,0.11,66

# (cont.)
SMILES,AMPAR-TARP mod,AMPAR-TARP mod agonism max-min,AMPAR-TARP mod glutamate slope
COc1ccccc1CCNC(=O)Cn1nc(-c2ccco2)ccc1=O,i,0.081,53
O=C(c1ccc(F)cc1F)N1CCN(c2ccc3nnc(-c4ccco4)n3n2)CC1,i,0.27,72
COc1ccc(NC(=O)C(=O)NCC(c2cccs2)N2CCOCC2)cc1 (stereo not drawn),i,0.099,94
COc1ccccc1-c1cc(C(=O)N2CCCN(CCn3nc(C)cc3C)CC2)[nH]n1,i,0.11,44
COc1ccccc1C(=O)N1CCC2(CC1)NC(=O)N(Cc1ccc(Cl)cc1)C2=O,i,0.068,31
CN(C)c1ccc(/C=C2\SC(=S)N(c3ccc(O)cc3)C2=O)cc1,+,0.36*,97*
CCOc1ccc(N=C2NC(=O)C(CC(=O)NC(N)=O)S2)cc1 (stereo not drawn),i,0.046,43
Cc1ccc(C)c(S(=O)(=O)NCC#CCN2CCc3ccccc3C2)c1,i,0.062,61
CN(C)C(=O)Cc1ccc(NC(=O)c2c(F)cccc2Cl)cc1,i,0.056,41
O=C(Nc1ncc([N+](=O)[O-])s1)c1ccc(=O)n(Cc2cccc(F)c2)n1,i,0.074,51
CCOc1cccc2sc(N(Cc3ccco3)C(=O)CCCS(=O)(=O)c3ccccc3)nc12,i,0.075,62
COc1cn(-c2ccc(F)cc2)nc1C(=O)NCCCc1ccccc1,i,0.094,65
CSc1ncccc1C(=O)Nc1ccc(CC(=O)NCc2cccs2)cc1,i,0.089,53
COc1cccc(-n2c(C)cn3c4c(=O)n(CC(N)=O)c(=O)n(C)c4nc23)c1,i,0.095,63
O=C(/C=C/c1ccco1)N1CCC(CNS(=O)(=O)c2ccc3c(c2)CCCC3)CC1,i,0.064,58
COc1ccc(Cl)cc1C(=O)NCC(C)(O)c1ccc2c(c1)OCO2 (stereo not drawn),i,0.069,64
Cc1ccc(C(CNC(=O)Cc2ccc(F)cc2)N2CCOCC2)cc1 (stereo not drawn),i,0.039,40
COc1ccc(NC(=O)CSc2nnc(-c3ccc(=O)n(C)c3)n2C)cc1,i,0.1,58
O=C(/C=C/c1cccs1)N(CCN1CCOCC1)c1nc2c(F)cccc2s1,i,0.069,47
CCOc1cc(C(=O)Nc2nnc(-c3cc(C)n(C)n3)o2)cc(OCC)c1OCC,+,0.19*,59*
CCOC(=O)c1ccc(-n2c(C)c(C)n3c4c(=O)n(CCN5CCOCC5)c(=O)n(C)c4nc23)cc1,i,0.14,72
C=CCOC(=O)COc1ccc2c(c1)O/C(=C\c1cc(OC)ccc1OC)C2=O,i,0.11,60
CC(C)Oc1ccc(C(=O)NCCC(O)c2cccs2)cc1 (stereo not drawn),i,0.088,62
CCn1nnc2c(N3CCN(c4ccccc4OC)CC3)ncnc21,i,0.089,59
O=C(CCSc1ccccc1)N(CCN1CCOCC1)c1nc2c(F)cc(F)cc2s1,i,0.12,60
Cn1nc2c(c1NC(=O)C1CCN(S(=O)(=O)c3cccs3)CC1)CCC2,i,0.078,45

# Assay outcomes: PubChem BioAssay, Vanderbilt High Throughput Screening Facility

# Only part of the results is shown; count on the stated rates, not on these rows.
